# Compound activity as filed in PubChem BioAssay.
# PRC2 inh: EZH2 (human) methyltransferase inhibition. PRC2 H3K27 methylation, DELFIA TRF, 1 h. 57,000 compounds, 0.35% hits. Q15910. inhibition, % at 12.5 µM;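 active = mean inhibition of replicates at least 50% and every single replicate also reaching 50%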;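 note: dimethyl H3K27 on biotinylated H3 21-44 peptide detected by antibody; plate controls were median neutral control wells for no effect and median positive control wells for full effect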
# IDH1 R132H inh: IDH1 R132H (human) inhibition; 70,000 compounds, 0.18% hits; O75874; IDH1 R132H reductase, diaphorase/resazurin fluorescence, 60 min; inhibition, % at 10 µM; in the data active = inhibition above about 34%;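 note: 0% = DMSO and 100% = no enzyme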
# Target sequence (O75874 whole entry R132H): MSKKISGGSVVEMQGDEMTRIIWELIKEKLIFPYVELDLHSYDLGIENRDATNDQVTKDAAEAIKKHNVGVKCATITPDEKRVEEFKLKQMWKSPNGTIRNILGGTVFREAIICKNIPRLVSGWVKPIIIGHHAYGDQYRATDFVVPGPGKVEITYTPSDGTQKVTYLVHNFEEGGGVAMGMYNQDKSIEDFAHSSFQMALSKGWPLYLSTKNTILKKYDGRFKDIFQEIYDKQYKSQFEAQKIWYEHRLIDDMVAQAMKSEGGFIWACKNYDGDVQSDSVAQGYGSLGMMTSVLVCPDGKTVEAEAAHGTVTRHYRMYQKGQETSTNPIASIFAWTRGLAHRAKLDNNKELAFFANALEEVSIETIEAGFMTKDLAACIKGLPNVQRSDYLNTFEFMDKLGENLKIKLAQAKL
# * = called active by the depositor; / = no result given. This is a subset, so the mix of outcomes need not match the whole.
SMILES,PRC2 inh,IDH1 R132H inh
N#CCCCN1C(=O)C(O)(CC(=O)c2ccc(Br)s2)c2ccccc21 (centres undefined),-14,0.3
CCOc1ccc(OCC)c(S(=O)(=O)NC2CC(C)(C)NC(C)(C)C2)c1,/,-0.4
COc1ccc(S(=O)(=O)Nc2ccc3c(c2)CC(=O)N([C@@H](C)CO)C[C@H](C)[C@H](CN(C)S(=O)(=O)c2ccc(OC)cc2)O3)cc1,/,-3.3
COCC#Cc1cnc2c(c1)C(=O)N([C@@H](C)CO)C[C@@H](C)[C@H](CN(C)C(=O)CN1CCOCC1)O2,8,-0.9
CCCNC(=O)Nc1ccc2c(c1)C(=O)N(C)C[C@@H](OC)[C@@H](C)CN(Cc1ccccc1)[C@H](C)CO2,2,0.1
Cc1ccc(C)c(OCCNS(=O)(=O)c2cc([N+](=O)[O-])ccc2C)c1,12,0.3
Cc1ccc(-c2cnc3c(c2)C(=O)N([C@H](C)CO)C[C@@H](C)[C@@H](CN(C)C)O3)cc1,14,-0.6
C[C@@H]1CN([C@H](C)CO)C(=O)c2cc(C#CC3CCCCC3)cnc2O[C@H]1CN(C)C,-22,-0.3
C[C@H]1CCCCO[C@@H](CN(C)Cc2ccc3c(c2)OCO3)[C@@H](C)CN([C@@H](C)CO)C(=O)c2cc(N(C)C)ccc2O1,3,0.9
C[C@@H]1CN([C@@H](C)CO)C(=O)Cc2cc(NC(=O)CCCN(C)C)ccc2O[C@H]1CN(C)C(=O)Nc1ccc(F)cc1,/,2.5
CCCN1C[C@@H](C)[C@@H](OC)CN(C)C(=O)c2cc(NC(=O)c3cnccn3)ccc2OC[C@H]1C,3,-0.1
NN(CCO)C(=S)NCc1ccc(Cl)cc1,11,0.0
C[C@@H]1CCCCO[C@@H](CN(C)C(=O)Nc2ccc(F)cc2)[C@@H](C)CN([C@H](C)CO)C(=O)c2cc(NC(=O)CCCCCC(=O)Nc3ccccc3N)ccc2O1,-31,0.3
CC(C)NC(=O)Nc1ccc2c(c1)C(=O)N([C@@H](C)CO)C[C@@H](C)[C@H](CN(C)C(=O)CCC(F)(F)F)OCCCC[C@@H](C)O2,-19,0.6
COc1ccc(NC(=O)Nc2ccc3c(c2)C(=O)N([C@@H](C)CO)C[C@H](C)[C@@H](CN(C)C(=O)Nc2cccc4ccccc24)OCCCC[C@@H](C)O3)cc1,/,-0.5
Cc1c(Br)ccc(NC(=O)CSc2nnc(-c3ccc(Cl)cc3)n2C)c1C,8,0.3
C[C@H]1CN([C@@H](C)CO)C(=O)c2cc(NC(=O)Nc3ccc(C(F)(F)F)cc3)ccc2O[C@@H]1CN(C)Cc1ccccc1,-13,1.7
C[C@@H]1CN([C@@H](C)CO)S(=O)(=O)c2ccc(-c3cccc(C#N)c3)cc2O[C@@H]1CN(C)C(=O)c1cccnc1,/,-0.3
C[C@@H]1CN([C@@H](C)CO)C(=O)c2cc(NC(=O)Cc3cn(C)c4ccccc34)ccc2O[C@H]1CN(C)S(=O)(=O)c1ccccc1,-15,/
C=C[C@H]1C(O[C@@H]2O[C@H](CO)[C@@H](O)[C@H](O)[C@H]2O)OC=C2C(=O)N3CCc4c([nH]c5ccccc45)[C@H]3C[C@H]21 (some centres undefined),/,0.8
O=S(=O)(N[C@@H]1CC[C@@H](CCn2cc(Cc3ccccc3)nn2)O[C@@H]1CO)c1ccccc1F,5,0.4
Cc1noc(C)c1S(=O)(=O)N(C)C[C@H]1OCc2ccccc2-c2ccccc2C(=O)N([C@@H](C)CO)C[C@H]1C,3,/
Cc1nc(C)c(C(=O)C2C(=O)C(=O)N(CCCN3CCOCC3)C2c2ccccc2)s1 (centres undefined),5,0.1
CCOc1cc(C(=O)O)cc(I)c1OCC(=O)O,6,-0.4
C[C@@H]1CN([C@@H](C)CO)C(=O)Cc2cc(NC(=O)Cc3cn(C)c4ccccc34)ccc2O[C@H]1CN(C)Cc1ccc(Oc2ccccc2)cc1,/,0.0

# The final 3 entries of the part above lead into the next:
SMILES,PRC2 inh,IDH1 R132H inh
Cc1nc(C)c(C(=O)C2C(=O)C(=O)N(CCCN3CCOCC3)C2c2ccccc2)s1 (centres undefined),5,0.1
CCOc1cc(C(=O)O)cc(I)c1OCC(=O)O,6,-0.4
C[C@@H]1CN([C@@H](C)CO)C(=O)Cc2cc(NC(=O)Cc3cn(C)c4ccccc34)ccc2O[C@H]1CN(C)Cc1ccc(Oc2ccccc2)cc1,/,0.0
C[C@H](CO)N1C[C@H](C)[C@H](CN(C)Cc2ccncc2)Oc2ccc(NC(=O)C3CCCCC3)cc2CC1=O,/,12
O=C(C[C@H]1C=C[C@@H](NC(=O)Nc2ccc(F)cc2)[C@@H](CO)O1)NCc1cccc(F)c1,1,-0.2
CO[C@@H]1CN(C)C(=O)c2ccc(NC(=O)Nc3ccccc3F)cc2OC[C@@H](C)N(S(=O)(=O)CC(F)(F)F)C[C@H]1C,-14,-0.5
C[C@@H]1CCCCO[C@@H](CN(C)S(=O)(=O)c2ccc(Cl)cc2)[C@H](C)CN([C@@H](C)CO)C(=O)c2cc(NC(=O)C3CCCCC3)ccc2O1,/,0.6
CCCNC(=O)Nc1ccc2c(c1)C(=O)N(C)C[C@@H](OC)[C@@H](C)CN(CCC(F)(F)F)[C@@H](C)CO2,4,0.0
COc1ccc(-c2cc(C(F)F)n3ncc(C(=O)Nc4cccc(NC(C)=O)c4)c3n2)cc1,-18,0.0
C[C@@H]1CN([C@H](C)CO)C(=O)c2cc(NC(=O)NC3CCCCC3)ccc2O[C@H]1CN(C)S(=O)(=O)c1cn(C)cn1,/,-0.1
C[C@@H]1CN([C@H](C)CO)C(=O)CCCn2nncc2CO[C@@H]1CN(C)S(=O)(=O)c1ccc(-n2cccn2)cc1,/,0.8
C[C@H](CO)N1C[C@H](C)[C@H](CN(C)S(C)(=O)=O)OCCCC[C@H](C)Oc2ccc(NC(=O)NC3CCCCC3)cc2C1=O,/,4.0
COC(=O)c1ccc(C(=O)OC)c(NC(=O)CSc2nc(C)cc(C)n2)c1,4,-0.2
C[C@@H]1CN([C@H](C)CO)C(=O)c2cccc(NS(=O)(=O)c3cccs3)c2O[C@@H]1CN(C)C(=O)Nc1ccc2c(c1)OCO2,/,-15
C[C@H]1CN([C@@H](C)CO)C(=O)Cc2cc(N(C)C)ccc2O[C@H]1CN(C)Cc1ccncc1,-1,-14
CC(=O)N(C)C[C@@H]1Oc2cc(-c3cccc(F)c3)ccc2S(=O)(=O)N([C@@H](C)CO)C[C@H]1C,/,1.0
C[C@H]1CN([C@@H](C)CO)C(=O)c2cc(NS(=O)(=O)c3ccc(F)cc3)ccc2O[C@@H]1CN(C)Cc1ccc(Cl)c(Cl)c1,/,0.5
C[C@H](CO)N1C[C@H](C)[C@H](CN(C)S(C)(=O)=O)Oc2c(NC(=O)C3CCCCC3)cccc2C1=O,2,/
C[C@H]1CN([C@@H](C)CO)C(=O)c2cccc(NC(=O)Nc3ccc4c(c3)OCO4)c2O[C@@H]1CN(C)CC1CCCCC1,-2,/
C[C@H](CO)N1C[C@H](C)[C@H](CN(C)C(=O)Cc2ccccc2)OCc2cnnn2CCCC1=O,-3,/
C[C@@H]1CN([C@H](C)CO)C(=O)c2ccccc2-c2ccccc2CO[C@@H]1CN(C)S(=O)(=O)c1ccc(Cl)cc1,-6,-4.6
C[C@@H]1CN([C@H](C)CO)C(=O)Cc2cc(NC(=O)Cc3ccccc3)ccc2O[C@@H]1CN(C)Cc1ccc(C(=O)O)cc1,2,2.3
COCC#Cc1ccc2c(c1)O[C@H](CN(C)Cc1cccnc1)[C@@H](C)CN([C@H](C)CO)S2(=O)=O,9,1.4
CO[C@@H]1CN(C)C(=O)c2cc(NC(C)=O)ccc2OC[C@@H](C)N(C(=O)C2CC2)C[C@@H]1C,13,0.2
Cc1ccc(NC(=O)C(C)Oc2ccc(Cl)cc2Cl)c([N+](=O)[O-])c1 (centres undefined),23,0.4
C[C@H]1CN([C@@H](C)CO)C(=O)Cc2cc(NC(=O)Cc3cn(C)c4ccccc34)ccc2O[C@@H]1CN(C)Cc1ccncc1,0,-19
CO[C@H]1CN(C)C(=O)c2cc(NS(=O)(=O)c3ccccc3)ccc2OC[C@@H](C)N(C)C[C@H]1C,11,0.2
Cc1noc(C)c1S(=O)(=O)Nc1ccc2c(c1)C(=O)N([C@H](C)CO)C[C@@H](C)[C@@H](CN(C)C(=O)Nc1ccc(C(F)(F)F)cc1)O2,/,-8.6

# Record cards, as listed above.
# Shown for `C[C@@H]1CN([C@H](C)CO)C(=O)c2cccc(NS(=O)(=O)c3cccs3)c2O[C@@H]1CN(C)C(=O)Nc1ccc2c(c1)OCO2` : PRC2 inh: /; IDH1 R132H inh: -15
# Shown for `COCC#Cc1ccc2c(c1)O[C@H](CN(C)Cc1cccnc1)[C@@H](C)CN([C@H](C)CO)S2(=O)=O` : PRC2 inh: 9; IDH1 R132H inh: 1.4

# (continued)
SMILES,PRC2 inh,IDH1 R132H inh
CO[C@@H]1CN(C)C(=O)c2cc(NS(=O)(=O)Cc3ccccc3)ccc2OC[C@H](C)NC[C@H]1C,1,0.1
C[C@@H]1CN([C@H](C)CO)C(=O)c2cccc(NC(=O)c3nc4ccccc4s3)c2O[C@H]1CN(C)C(=O)Nc1cccc2ccccc12,/,-1.6
C[C@H]1CN([C@@H](C)CO)C(=O)c2cc(NC(=O)c3ccncc3)ccc2O[C@H]1CN(C)S(=O)(=O)c1ccccc1,21,2.5
C[C@@H]1CCCCO[C@@H](CN(C)C(=O)CCC(F)(F)F)[C@@H](C)CN([C@@H](C)CO)C(=O)c2cc(NC(=O)Nc3ccc4c(c3)OCO4)ccc2O1,/,-1.9
C[C@@H]1CN([C@H](C)CO)C(=O)c2cc(NS(=O)(=O)c3cn(C)cn3)ccc2O[C@@H]1CN(C)C(=O)Nc1ccc(C(F)(F)F)cc1,/,1.9
C[C@@H]1CN([C@H](C)CO)C(=O)Cc2cc(NC(=O)CCCCCC(=O)Nc3ccccc3N)ccc2O[C@@H]1CN(C)C(=O)Nc1ccc2c(c1)OCO2,-3,9.4
CNC[C@@H]1OCCCC[C@H](C)Oc2ccc(NC(=O)NC3CCCCC3)cc2C(=O)N([C@@H](C)CO)C[C@@H]1C,11,2.7
COc1ccccc1NC(=O)N(C)C[C@@H]1Oc2ncc(Br)cc2C(=O)N([C@H](C)CO)C[C@H]1C,-1,-6.7
COc1ccc([C@H]2COc3c(ccc(O)c3OC)C2)c(OC)c1O,4,0.3
C[C@H](CO)N1C[C@H](C)[C@@H](CN(C)C(=O)c2cccnc2)Oc2cc(/C=C/c3ccccc3)ccc2S1(=O)=O,-1,-0.4
C[C@@H]1CN([C@H](C)CO)C(=O)c2cc(NS(=O)(=O)c3ccc(Cl)cc3)ccc2O[C@@H]1CN(C)Cc1ccc(C(=O)O)cc1,/,0.1
C[C@@H]1CN([C@H](C)CO)C(=O)c2cc(NS(C)(=O)=O)ccc2O[C@@H]1CN(C)Cc1ccncc1,5,2.3
CNC[C@H]1Oc2ccc(NC(=O)NC(C)C)cc2CC(=O)N([C@@H](C)CO)C[C@@H]1C,-3,2.2
C[C@@H]1CN([C@H](C)CO)C(=O)c2cc(NC(=O)Nc3ccc4c(c3)OCO4)ccc2O[C@@H]1CN(C)S(=O)(=O)c1ccc(F)cc1,/,-5.9
CCc1nnc(NS(=O)(=O)c2ccc(NC(=O)c3ccc(F)cc3)cc2)s1,9,0.5
C[C@H]1CN([C@@H](C)CO)C(=O)Cc2cc(NC(=O)CCC(F)(F)F)ccc2O[C@H]1CN(C)Cc1ccc(-c2ccccc2)cc1,/,-0.5
CNC[C@H]1Oc2cc(C#CC3CCCC3)ccc2S(=O)(=O)N([C@H](C)CO)C[C@H]1C,/,0.3
C[C@@H]1CCCCO[C@H](CN(C)Cc2ccc(C(=O)O)cc2)[C@H](C)CN([C@H](C)CO)C(=O)c2cc(NS(=O)(=O)c3cn(C)cn3)ccc2O1,/,1.7
COC(=O)c1ccccc1NC(=O)Cn1c(SC)c(F)cnc1=O,-1,1.3
C[C@H](O)C#Cc1ccc2c(c1)O[C@H](CN(C)Cc1ccncc1)[C@@H](C)CN([C@H](C)CO)S2(=O)=O,-4,8.0
CS(=O)(=O)Nc1ccc2c(c1)[C@H]1C[C@@H](CC(=O)NCc3ccccn3)O[C@H](CO)[C@H]1O2,6,0.3
Cc1ccc(S(=O)(=O)Nc2ccc3c(c2)C(=O)N([C@H](C)CO)C[C@@H](C)[C@H](CN(C)Cc2ccc(Cl)c(Cl)c2)OCCCC[C@@H](C)O3)cc1,/,2.1
COc1ccc(S(=O)(=O)N(C)CC(=O)Nc2ccccc2OC)cc1Cl,-8,0.5
O=C(C[C@H]1C=C[C@@H](NC(=O)Nc2ccccc2F)[C@H](CO)O1)NCc1ccc(F)cc1,1,0.6
C[C@@H]1CN([C@@H](C)CO)C(=O)c2cccc(N(C)C)c2O[C@@H]1CN(C)Cc1ccc2c(c1)OCO2,4,-0.4
COc1ccc(-c2noc(CN(C(C)C)S(=O)(=O)c3ccccc3)n2)cc1,/,-1.0
C[C@H](CO)N1C[C@H](C)[C@H](CN(C)C(=O)c2ccncc2)OCCCC[C@H](C)Oc2ccc(NC(=O)NC3CCCCC3)cc2C1=O,/,1.5
N#Cc1c(NC(=O)CSc2nnc3c(n2)[nH]c2ccccc23)sc2c1CCCC2,-14,-0.2

# Part of the list above, field by field:
COc1ccc(S(=O)(=O)N(C)CC(=O)Nc2ccccc2OC)cc1Cl
- PRC2 inh = -8
- IDH1 R132H inh = 0.5
O=C(C[C@H]1C=C[C@@H](NC(=O)Nc2ccccc2F)[C@H](CO)O1)NCc1ccc(F)cc1
- PRC2 inh = 1
- IDH1 R132H inh = 0.6
C[C@@H]1CN([C@@H](C)CO)C(=O)c2cccc(N(C)C)c2O[C@@H]1CN(C)Cc1ccc2c(c1)OCO2
- PRC2 inh = 4
- IDH1 R132H inh = -0.4
COc1ccc(-c2noc(CN(C(C)C)S(=O)(=O)c3ccccc3)n2)cc1
- PRC2 inh = /
- IDH1 R132H inh = -1.0
